# HCT116 PTEN-null = PTEN-deleted cell growth suppression; HCT116 PTEN-null viability, CellTiter-Glo, 60 h; stronger effect = lower value; viability, % at 10 µM; 1.2% of 140,000 active;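 active means viability at or below a set limit, 4 SD under the median of all tested compounds, cut at about 3.7% in these data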;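 further: PTEN knockout HCT116 line with beta catenin targeted HCT116 as companion control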
# E-sel TNF inh = TNF alpha driven E-selectin expression inhibition. 0.71% of 120,000 active. HUVEC TNFa-induced E-selectin immunofluorescence, high content. inhibition, % at 2 µM;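 active means inhibition above the batch mean plus 3 SD, and confirmed as a hit on visual image review, cut at about 43% in these data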;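 further: 0% = TNF-stimulated DMSO wells and 100% = unstimulated control wells; not every result past the cut was called active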
# BB579 growth dn = chemicals that inhibit yeast BB579 growth in restrictive medium (lifespan-shortening candidates) | 0.51% of 140,000 active | inhibition, % at 10 µM | AID 804 | S. cerevisiae BB579 growth, OD615, 48 h;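 active means inhibition above a set limit, 3 SD over the mean compound inhibition, cut at about 44% in these data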; further: inactives centre near -24
#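 Test system: DeaD yeast strain BB579 / Buffer or medium: restrictive glucose-based CSMM-D medium / Doses: single 10 µM dose / Schedule: 4 h cell preincubation, 48 h compound exposure, 30 °C humidified / Technique: culture absorbance at 615 nm / Controls: amphotericin B positive control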
# NPY-Y2 antag = antagonists of human neuropeptide Y receptor Y2 | NPY-Y2 expressing cells, antagonist mode | inhibition, % at 2.7 µM | 0.99% of 140,000 active | AID 793; in the data active means inhibition above about 17%;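 further: 0% = vehicle with agonist challenge and 100% = reference antagonist with challenge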
# Target sequence (P49146 whole entry, looked up): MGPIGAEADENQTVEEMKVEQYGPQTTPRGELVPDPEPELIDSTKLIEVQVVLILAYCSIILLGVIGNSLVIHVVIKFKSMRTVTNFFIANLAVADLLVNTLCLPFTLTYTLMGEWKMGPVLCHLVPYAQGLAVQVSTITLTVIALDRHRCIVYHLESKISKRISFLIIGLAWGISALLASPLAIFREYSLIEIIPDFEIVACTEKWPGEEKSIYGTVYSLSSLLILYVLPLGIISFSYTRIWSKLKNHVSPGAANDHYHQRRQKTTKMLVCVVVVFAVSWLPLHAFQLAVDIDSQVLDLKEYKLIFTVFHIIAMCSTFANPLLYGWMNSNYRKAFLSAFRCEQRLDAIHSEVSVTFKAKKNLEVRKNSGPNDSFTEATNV
# Yeast life ext = yeast lifespan extension; 0.68% of 130,000 active; S. cerevisiae growth with nicotinamide, OD615; deaD strain in restrictive glucose medium; inhibition of the nicotinamide effect, % at 10 µM;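 active means inhibition above a set limit, placed 3 SD over the median of all compounds, cut at about 26% in these data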;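 further: 0% = nicotinamide-treated wells and 100% = cells grown without nicotinamide; some compounds called inactive have numbers as strong as hits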
#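 assay system = DeaD-strain S. cerevisiae | buffer or medium = restrictive glucose medium | reagent = 1.5 mM nicotinamide | compound = 10 µM single point, 0.25% DMSO | incubation = 48 h compound exposure at 30 °C, humidified | signal = OD615 measurement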
# HCT116 bCat-KO = beta-catenin-lacking colon tumor cell growth suppression | HCT116 beta-catenin knockout viability, CellTiter-Glo, 60 h; stronger effect = lower value | viability, % at 10 µM | 1.5% of 140,000 active | AID 818;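 active means viability at or under a set limit, the compound median less 4 SD, cut at about 6% in these data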;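 further: 0% = Hyamine 1622 control at 20 µM and 100% = untreated cell control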
# Measles CPE = protection of cells from measles virus. Measles virus-infected cells, CPE protection, absorbance. protection (pct of control), % at 4 µM. 1.5% of 140,000 active; in the data active means protection mostly above about 24%, no sharp cut-off; inactive means mostly below about 26%; further: some compounds called inactive have numbers as strong as hits
# MRP1 act = MRP-1 activation. H69AR cells + doxorubicin, viability rescue, CellTiter-Glo. viability increase, % at 10 µM. 0.61% of 140,000 active. AID 799;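 active means viability gain under doxorubicin at or above a set limit, the compound median plus 3 SD, cut at about 4.7% in these data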;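 further: MRP-1 overexpressing cells given doxorubicin 25 µM after compound pretreatment; 18-22 h compound pretreatment then 72 h with doxorubicin before readout; 0% = doxorubicin-only wells and 100% = vehicle-treated cells without doxorubicin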
# GALR2 antag = GALR2 (human) receptor antagonism. O43603. GALR2-expressing cells, antagonist mode. inhibition, % at 4 µM. 0.39% of 140,000 active; in the data active means inhibition above about 27%;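 further: cells stimulated with galanin 1-16 at roughly its EC80; 0% = agonist challenge control and 100% = basal control without agonist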
# Target sequence (O43603 whole entry, looked up): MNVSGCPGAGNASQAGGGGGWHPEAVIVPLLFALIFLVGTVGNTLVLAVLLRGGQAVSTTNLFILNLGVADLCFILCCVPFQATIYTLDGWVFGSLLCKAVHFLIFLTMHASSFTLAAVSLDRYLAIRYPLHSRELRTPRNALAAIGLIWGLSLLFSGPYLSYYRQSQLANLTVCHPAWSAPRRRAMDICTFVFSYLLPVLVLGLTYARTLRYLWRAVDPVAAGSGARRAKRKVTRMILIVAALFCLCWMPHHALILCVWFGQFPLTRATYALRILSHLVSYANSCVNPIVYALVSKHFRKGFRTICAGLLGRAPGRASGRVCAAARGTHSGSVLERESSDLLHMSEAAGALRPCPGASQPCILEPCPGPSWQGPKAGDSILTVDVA
# Phagocytosis inh = macrophage phagocytosis inhibition; 0.07% of 110,000 active; inhibition, % at 5 µM; J774A.1 macrophage IgG-bead phagocytosis, imaging;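 active means inhibition above the mean of the plate negative controls plus 5 SD, cut at about 13% in these data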;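 further: phagocytic index as fraction of beads internalized from green versus red external bead signal; plate controls were DMSO negative control for no effect and cytochalasin-D positive control for full effect; some results beyond the cut were filed as inactive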
# Numbers without * were called inactive; . = not tested or not shown.
(1) Cc1ccc(C)c(NC(=O)C(Sc2ncnc3ccccc23)c2ccccc2)c1 (stereo not given)
(2) Cc1ccc(CCNC(=O)C2CCN(c3nn4c(=O)cc(C)nc4s3)CC2)cc1
(3) CC#CCCCC(=O)Nc1ccc(C(=O)O)cc1
(4) O=C(Oc1cccc(/C=N/Nc2nc(Nc3ccccc3)nc(N3CCOCC3)n2)c1)c1ccco1
(5) Cc1onc(-c2c(Cl)cccc2Cl)c1C(=O)NCc1cccs1
(6) O=C(c1cccc(C(F)(F)F)c1)N1CCCCCC1
(7) c1ccc(OCCSc2nnnn2-c2ccccc2)cc1
(8) OCc1cn(-c2ccccc2)nc1-c1ccc(-c2nn(-c3ccccc3)cc2CO)cc1
compound no.,1,2,3,4,5,6,7,8
HCT116 PTEN-null,1.2*,96,86,24,81,100,80,94
E-sel TNF inh,.,.,.,18,.,-16,.,.
BB579 growth dn,-16,-24,-10,2,-12,6,-23,-21
NPY-Y2 antag,1,2,2,2,6,1,4,0
Yeast life ext,-2,-14,2,-6,7,-2,-16,-2
HCT116 bCat-KO,67,86,81,33,87,97,71,89
Measles CPE,14,15,4,19*,19,5,4,18
MRP1 act,-5.6,-2.7,-0.8,-1.9,-1.5,1.1,-0.1,-3.1
GALR2 antag,-7,5,6,14,-21,-5,11,1
Phagocytosis inh,-5,-1,.,.,5,0,0,0

(9) COc1ccc(C2CC(c3c(-c4ccccc4)c4cc(Cl)ccc4[nH]c3=O)=NN2S(C)(=O)=O)cc1 (stereo not given)
(10) COc1ccc(NS(=O)(=O)c2cc(S(C)(=O)=O)ccc2C)cc1
(11) COC(=O)c1[nH]c2cccc(OC)c2c1NC(=O)CN(C)CC1OCCO1
(12) O=C1N(CN2CCN(c3cccc(Cl)c3)CC2)c2ccccc2C12OCCCO2
(13) CCSc1ccc2nnc(-c3cccc(F)c3)n2n1
(14) CCn1nc(C)c(NC(=O)CC23CC4CC(CC(C4)C2)C3)c1C
(15) Cc1ccc2nc(NCCCN3CCOCC3)c(C=NCCCN3CCOCC3)c(=O)n2c1
(16) COc1ccc(OCC(=O)NCCCN2CCOCC2)cc1
compound no.,9,10,11,12,13,14,15,16
HCT116 PTEN-null,85,110,93,89,90,91,104,102
E-sel TNF inh,7,-29,-18,-13,-4,-1,-12,-6
BB579 growth dn,-53,-7,-13,-37,19,-17,11,5
NPY-Y2 antag,2,12,1,3,2,1,3,1
Yeast life ext,-2,4,-9,-10,-13,12,-9,.
HCT116 bCat-KO,87,96,98,91,95,95,98,99
Measles CPE,10,3,6,16,22,9,5,26
MRP1 act,-2.2,0.2,-2.7,-1.8,-1.7,-0.9,-1.5,-1.2
GALR2 antag,-14,6,0,4,-5,7,-6,3
Phagocytosis inh,-1,-6,-4,-2,-3,0,-1,.

(17) CC(C)(C)S(=O)(=O)c1ccsc1C(=O)O
(18) CCCN(CC(=O)Nc1cccc(Br)c1)CC(=O)Nc1ccc(F)c(F)c1F
(19) Cc1ccc(C(=O)CSc2nc3cccnc3n2C)cc1
(20) Cc1nc2ccc(F)cc2cc1C(=O)Nc1ccc(Cl)c(Cl)c1
(21) O=C(NCCc1c[nH]c2ccccc12)C(F)(F)C(F)F
(22) O=c1cc(N2CCOCC2)[nH]c(=O)n1C1CCCCC1
(23) CC1=NN(C(=O)c2cccc(Cn3nc(C)c([N+](=O)[O-])c3C)c2)C(O)(C(F)(F)F)C1 (stereo not given)
(24) O=C(CC1CCCC1)Nc1nc2ccccc2[nH]1
compound no.,17,18,19,20,21,22,23,24
HCT116 PTEN-null,95,69,86,91,89,107,93,99
E-sel TNF inh,.,3,18,.,.,-10,-4,.
BB579 growth dn,-13,-51,-14,-32,-41,-22,-27,-47
NPY-Y2 antag,2,-1,4,23*,1,1,1,0
Yeast life ext,3,-2,-11,0,-33,-5,-11,-2
HCT116 bCat-KO,93,72,87,90,84,96,92,96
Measles CPE,19,18,21,6,8,14,6,5
MRP1 act,0.1,-4.5,1.2,-2.4,-2.5,-1.8,-0.2,-0.3
GALR2 antag,2,-19,-8,-2,-6,-5,-11,-4
Phagocytosis inh,-10,-7,.,-9,-5,0,2,0

(25) CCOC(=O)c1c(C)sc2c1N(C(C)=O)c1cc(Cl)ccc1S2
(26) C=C(C)C(=O)NC1=NN(c2ccccc2)C(=O)C1
(27) CSc1ccccc1NC(=S)Nc1ccccc1C(F)(F)F
(28) Cc1ccc(C(CCN(Cc2ccccc2)C(=O)c2ccco2)c2ccco2)cc1 (stereo not given)
(29) COc1ccc(-c2nc3ccccc3c(=O)o2)cc1OC
(30) COC(=O)C1C2C=CC3(CN(C(C)C)C(=O)C13)O2 (stereo not given)
(31) CC(C)Oc1ccc(C(=O)N/N=C/c2ccc(-c3ccc(S(=O)(=O)Nc4ncccn4)cc3)o2)cc1
(32) Cc1ccc2[nH]c3nc(SCCN4CCOCC4)nnc3c2c1
compound no.,25,26,27,28,29,30,31,32
HCT116 PTEN-null,71,99,96,78,92,97,92,89
E-sel TNF inh,-3,6,-11,.,-13,.,9,-74
BB579 growth dn,-41,-29,-18,-29,-30,-26,-61,-28
NPY-Y2 antag,6,4,1,13,0,-2,0,1
Yeast life ext,9,20,-7,1,-25,-3,1,.
HCT116 bCat-KO,77,94,94,78,103,93,88,83
Measles CPE,7,8,6,7,6,7,9,4
MRP1 act,-1.6,6.0*,-3.6,-2.0,-2.7,-2.7,0.8,-1.4
GALR2 antag,7,-3,-7,-17,-4,-9,-2,14
Phagocytosis inh,-4,-8,.,.,2,-1,1,-3

(33) N/C(=N\OC(=O)c1ccccc1[N+](=O)[O-])c1cccnc1
(34) COc1ccc(NC(=O)CCS(=O)(=O)c2ccc3c(c2)CCCN3C(C)=O)cc1
(35) Cc1ccccc1C(=O)N=c1sccn1C
(36) COC(=O)c1cc2ccsc2n1Cc1ccccc1F
(37) Cn1c(CCCOc2ccc(Cl)cc2Cl)nnc1SCC(=O)Nc1nccs1
(38) CC(=O)N(C(C)=O)S(=O)(=O)c1ccc(N=NN2CCCCC2)cc1
(39) CN1CCN(CCC(=O)Nc2ccccc2Cl)CC1
(40) COc1ccc(/C=N/NC(=O)CC(=O)NCCc2ccccc2)cc1OC
compound no.,33,34,35,36,37,38,39,40
HCT116 PTEN-null,105,98,107,93,98,97,101,101
E-sel TNF inh,-57,0,-9,-14,5,.,-5,-16
BB579 growth dn,-13,-76,-58,-34,-54,-24,-41,-20
NPY-Y2 antag,0,3,3,5,3,2,1,1
Yeast life ext,-7,-5,-12,-5,1,4,-4,-9
HCT116 bCat-KO,93,93,95,87,103,90,102,96
Measles CPE,13,19,3,9,7,30,11,13
MRP1 act,-0.1,-0.8,0.4,-2.9,-1.0,-1.8,-2.0,-0.1
GALR2 antag,2,5,10,10,2,5,9,-1
Phagocytosis inh,0,0,-1,-4,-1,-4,.,.

(41) O=C(CSc1nc(-c2ccc(F)cc2)cc(C(F)(F)F)n1)NCc1cccs1
(42) Cc1ccc(SCCCCN2C(=O)NC(C)(C)C2=O)cc1
(43) CCC(C)(C(=O)NC1CCCC1)N(C(=O)CNC(C)=O)c1ccccc1 (stereo not given)
(44) O=C(C1CCN(c2ncnc3c2sc2cccc(F)c23)CC1)N1CCOCC1
(45) CC(=O)N1CC=CC1(CC(C)C)C(=O)NCCc1c[nH]c2ccccc12 (stereo not given)
(46) Nc1ncnc(N(c2ccccc2)C2CCCCC2)c1[N+](=O)[O-]
(47) CCN(CC)c1ccc(NC(=O)c2cnccn2)cc1S(=O)(=O)Nc1ccc(OC)cc1
(48) COc1ccc(Nc2sc(C(=O)c3ccc(Cl)cc3)c(N)c2C(=O)Nc2ccccc2OC)cc1
compound no.,41,42,43,44,45,46,47,48
HCT116 PTEN-null,86,97,103,79,92,97,41,80
E-sel TNF inh,.,4,-20,2,.,-36,.,-16
BB579 growth dn,-55,-40,-24,-33,-46,-33,-34,-87
NPY-Y2 antag,5,3,3,0,1,0,7,1
Yeast life ext,0,-4,2,-4,-1,-8,3,-3
HCT116 bCat-KO,84,96,99,77,102,110,42,72
Measles CPE,7,7,9,12,4,12,6,19
MRP1 act,-2.1,-0.8,0.2,-5.0,-3.1,-0.3,-2.4,-1.9
GALR2 antag,-4,-2,4,14,1,7,6,-7
Phagocytosis inh,-4,-1,-2,-1,.,.,-4,-1

(49) Cc1[nH]n(-c2ccc([N+](=O)[O-])cc2)c(=O)c1C=NCCN1CCN(C(=O)c2ccc(Br)cc2)CC1
(50) CCc1nnc(NC(=O)[C@@H](NC(=O)c2cccc(S(=O)(=O)N(CC)CC)c2)C(C)C)s1
(51) COc1ccc2nc(C)c3cc(C)oc3c2c1
(52) CCS(=O)(=O)N1CCC(C(=O)NCCC2=CCCCC2)CC1
(53) CCn1cc(C(=O)O)c(=O)c2cc(S(=O)(=O)N(C)C)ccc21
(54) Cc1oc(/N=C/c2ccc(Cl)cc2Cl)c(C#N)c1C
(55) COC(=O)Nc1nnc(/C=C/c2ccc(OC)cc2)s1
(56) CCN(CC)S(=O)(=O)c1ccc(N(C)Cc2cccnc2)nc1
compound no.,49,50,51,52,53,54,55,56
HCT116 PTEN-null,54,92,102,94,87,94,90,85
E-sel TNF inh,-4,-3,-7,.,-23,-9,11,4
BB579 growth dn,0,-35,-47,-14,-20,-37,-32,6
NPY-Y2 antag,-1,-2,0,0,0,2,3,-2
Yeast life ext,-8,-4,-13,-4,-14,12,-5,-5
HCT116 bCat-KO,58,96,119,94,94,97,94,82
Measles CPE,12,9,4,3,17,2,27,22
MRP1 act,-2.0,5.2*,-0.6,-1.1,-1.2,-2.2,-1.2,-1.5
GALR2 antag,0,1,2,8,1,10,-18,-2
Phagocytosis inh,0,0,.,-2,.,0,-3,-1

# Among those listed so far, these have bromine.
(18) CCCN(CC(=O)Nc1cccc(Br)c1)CC(=O)Nc1ccc(F)c(F)c1F
(49) Cc1[nH]n(-c2ccc([N+](=O)[O-])cc2)c(=O)c1C=NCCN1CCN(C(=O)c2ccc(Br)cc2)CC1
compound no.,18,49
HCT116 PTEN-null,69,54
E-sel TNF inh,3,-4
BB579 growth dn,-51,0
NPY-Y2 antag,-1,-1
Yeast life ext,-2,-8
HCT116 bCat-KO,72,58
Measles CPE,18,12
MRP1 act,-4.5,-2.0
GALR2 antag,-19,0
Phagocytosis inh,-7,0

# Carrying on.
(57) CC1(C(=O)NCCCNc2ncc(C(F)(F)F)cc2Cl)C=CCN1C(=O)c1ccccc1 (stereo not given)
(58) COC(=O)CSC1=C(C#N)C(c2cccc(F)c2)CC(=O)N1 (stereo not given)
(59) Cc1ccc(Nc2ncccc2C(=O)NCc2cccs2)c(C)c1
(60) COc1ccc(NC(=O)CN(C)S(=O)(=O)c2ccc(C)cc2)c([N+](=O)[O-])c1
compound no.,57,58,59,60
HCT116 PTEN-null,65,39,74,109
E-sel TNF inh,.,-2,17,8
BB579 growth dn,-37,-24,-18,8
NPY-Y2 antag,1,1,-2,6
Yeast life ext,7,-6,-8,-4
HCT116 bCat-KO,69,40,79,96
Measles CPE,2,7,12,31
MRP1 act,-3.9,-5.3,-3.8,-1.4
GALR2 antag,6,1,-3,-12
Phagocytosis inh,.,2,.,-6

# Assay outcomes deposited in PubChem by several laboratories.
